Bioassay records deposited in PubChem by The Scripps Research Institute Molecular Screening Center.
ssDAF12 agonist: activates DAF-12 receptor from parasite S. stercoralis. HEK293 ssDAF-12/GRIP1 lit1-tk-luc reporter, luminescence; % of 3 µM dafachronic acid response. activation, % at 6.8 µM. 370,000 tested, 1% active;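 active means activation above the mean over all tested compounds plus 3 SD, cut at about 0.9% in these data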;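 further: 0% = DMSO-only wells and 100% = 3 µM delta7-dafachronic acid wells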
hgDAF12 agonist: hgDAF-12 agonism, primary luciferase screen. HEK293 GAL4-hgDAF12 UAS-luciferase reporter, agonist luminescence; normalized to butyrate control. activation, % at 6.8 µM. 370,000 tested, 1.8% active;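 active means activation above a cutoff set at the mean of all screened compounds plus 3 SD, cut at about 10% in these data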;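 further: 0% = DMSO wells and 100% = sodium butyrate wells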
DAX1 inh-1: inhibits human nuclear receptor DAX1; HEK293 Gal4-DAX1 luciferase reporter, luminescence; AID 504766; inhibition, % at 6.75 µM; 340,000 tested, 0.99% active; P51843;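 active means inhibition above the mean over all tested compounds plus 3 SD, cut at about 4.2% in these data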;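 further: 0% = DAX1-transfected cells with DMSO and 100% = empty-vector control cells with DMSO; inhibition shows as a rise in luminescence from relieved DAX1 repression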
Target sequence (P51843 207-470 limits assumed): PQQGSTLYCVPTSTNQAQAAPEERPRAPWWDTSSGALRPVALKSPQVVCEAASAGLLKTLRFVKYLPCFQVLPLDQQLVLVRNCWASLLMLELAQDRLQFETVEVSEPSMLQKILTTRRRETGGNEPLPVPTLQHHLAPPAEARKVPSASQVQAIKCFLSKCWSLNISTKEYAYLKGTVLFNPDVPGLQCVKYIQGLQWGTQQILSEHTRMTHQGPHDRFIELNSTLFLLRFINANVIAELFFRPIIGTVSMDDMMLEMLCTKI
DAX1 inh-2: blocks DAX1 repression of SF-1 activated StAR promoter | HEK293T StAR-luciferase reporter, SF-1/DAX-1 repression relief | inhibition, % at 6.8 µM | 370,000 tested, 1.1% active | AID 652010;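 active means inhibition above the mean over all tested compounds plus 3 SD, cut at about 3.6% in these data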;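 further: 0% = DAX-1 cells with DMSO and 100% = cells lacking DAX-1 with DMSO; higher inhibition means more luminescence from relief of DAX-1 repression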
PLCb3 inh: blocks human PLC-beta3 enzyme activity. Q01970. Purified PLC-beta3, fluorogenic substrate, fluorescence. inhibition, % at 12.2 µM. 370,000 tested, 0.18% active; in the data active means inhibition above about 11%;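 further: 0% = median of compound wells on plate and 100% = full blocker control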
hcDAF12 agonist: activates DAF-12 receptor from parasite H. contortus; 370,000 tested, 1.4% active; activation, % at 6.8 µM; HEK293 hcDAF-12 lit1-tk-luc reporter, luminescence; 0% DMSO, 100% Δ7-dafachronic acid;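 active means activation above the mean of all tested compounds plus 3 SD, cut at about 5.5% in these data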;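 further: 100% = response to 3 µM Δ7-dafachronic acid high control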
ADAM17 inh: ADAM17 inhibition, QFRET primary screen; P78536; recombinant ADAM17, EDANS/DABCYL FRET peptide cleavage; inhibition, % at 6.95 µM; 370,000 tested, 0.83% active;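 active means inhibition above the mean of compounds lying between control limits plus 3 SD, set per campaign, cut at about 8.5% in these data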;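 further: 0% = DMSO-only wells as the low control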
Target sequence (P78536 215-824 limits assumed): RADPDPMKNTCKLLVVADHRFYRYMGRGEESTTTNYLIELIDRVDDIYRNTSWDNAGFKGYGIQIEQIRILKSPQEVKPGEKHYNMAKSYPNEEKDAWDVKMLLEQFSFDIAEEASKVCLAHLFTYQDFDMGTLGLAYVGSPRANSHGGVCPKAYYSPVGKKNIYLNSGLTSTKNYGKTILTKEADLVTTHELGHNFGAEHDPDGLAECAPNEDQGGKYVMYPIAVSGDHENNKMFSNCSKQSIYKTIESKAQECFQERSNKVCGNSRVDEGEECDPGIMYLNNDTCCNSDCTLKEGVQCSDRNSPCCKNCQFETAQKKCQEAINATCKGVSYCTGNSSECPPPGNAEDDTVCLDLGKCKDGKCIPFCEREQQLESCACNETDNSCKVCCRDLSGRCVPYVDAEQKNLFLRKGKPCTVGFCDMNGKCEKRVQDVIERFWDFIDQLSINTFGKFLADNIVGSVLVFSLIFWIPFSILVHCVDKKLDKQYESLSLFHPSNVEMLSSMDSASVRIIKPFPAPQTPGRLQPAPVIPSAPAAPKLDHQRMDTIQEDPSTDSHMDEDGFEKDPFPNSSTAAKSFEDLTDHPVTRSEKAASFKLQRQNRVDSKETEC
ADAM10 inh: ADAM10 inhibition, QFRET primary screen. 370,000 tested, 0.62% active. AID 720582. inhibition, % at 7 µM. recombinant ADAM10, EDANS/DABCYL FRET peptide cleavage, 3 h;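 active means inhibition above a per-campaign cutoff equal to the mean of compounds falling between control-based bounds plus 3 SD, cut at about 20% in these data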;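 further: 0% = DMSO wells while the 100% control is not disclosed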
HGIII-sPLA2 inh: Blocks human group III sPLA2 activity. 370,000 tested, 0.56% active. AID 743126. inhibition, % at 12.2 µM. Q9NZ20. QFRET BODIPY PC-A2 liposome hydrolysis, fluorescence;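 active means inhibition above mean plus 3 SD of compounds lying within the high and low control bounds, cut at about 19% in these data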;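 further: 0% = median of test compound wells and 100% = no enzyme DMSO wells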
PLCg1 inh: PLC-gamma1 (human) inhibition, primary screen | P19174 | purified PLC-gamma1, fluorogenic substrate, fluorescence | inhibition, % at 12.2 µM | 370,000 tested, 0.84% active; in the data active means inhibition above about 9.5%
FXN GAA850 act: activators of GAA850 frataxin (FXN) promoter; HEK293 lucGAA850 FXN promoter luciferase reporter, 24 h; percent of 10 µM SAHA response; activation, % at 6 µM; 360,000 tested, 0.56% active; AID 540364;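 active means activation above the average of all compounds screened plus 3 SD, cutoff fixed separately per campaign, cut at about 7.5% in these data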;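 further: 0% = DMSO wells and 100% = 10 µM SAHA wells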
* hit, by the source's call; i = inactive; / = not tested or not shown.

nr | Molecule | ssDAF12 agonist | hgDAF12 agonist | DAX1 inh-1 | DAX1 inh-2 | PLCb3 inh | hcDAF12 agonist | ADAM17 inh | ADAM10 inh | HGIII-sPLA2 inh | PLCg1 inh | FXN GAA850 act
1 | CCC(=O)c1ccc(OCC(=O)OCC(=O)Nc2cccc(S(=O)(=O)N3CCCC3)c2)cc1 | -0.8 | -1.4 | -0.5 | 0.6 | -5 | 1.5 | -3 | -5 | 9 | -2 | -0.1
2 | O=C(Nc1cc(C(F)(F)F)cc(C(F)(F)F)c1)O[C@@H]1c2ccccc2[C@@H]2Cc3csc[n+]3[C@H]12 | 0.5 | 1.4 | / | -2.6 | 3 | 4.9 | 2 | 10 | 14 | 8 | /
3 | CN(CC(=O)Nc1cccc(F)c1)CC(=O)N1CCCCC1 | -0.4 | 5.3 | 0.2 | 0.0 | 0 | -1.2 | -4 | -8 | 4 | -3 | 1.5
4 | COc1ccccc1NC(=O)c1cc([N+](=O)[O-])ccc1NCCN1C(=O)CCC1=O | 0.2 | -2.8 | -0.8 | 0.2 | 3 | 3.8 | 0 | -1 | -4 | -1 | 0.7
5 | COc1cc([N+](=O)[O-])ccc1NC(=O)COC(=O)CCS(=O)(=O)c1ccc(C)cc1 | -0.3 | 1.5 | -0.5 | 0.5 | -2 | -0.5 | 3 | -3 | -3 | -4 | -2.2
6 | Cc1cccc(Nc2ccncc2S(=O)(=O)NC(=O)NC(C)C)c1 | -1.1 | 0.4 | 2.4 | 0.3 | -6 | -3.2 | -2 | -1 | -1 | -6 | 5.6
7 | Nc1nonc1N/N=C/c1c(O)ccc2ccccc12 | -0.9 | -2.0 | -1.7 | -0.6 | -39 | -1.7 | 3 | 14 | -14 | -33 | 2.6
8 | Cc1ccn2cc(C(=O)Nc3ccccc3N3CCOCC3)nc2c1 | -1.1 | 1.1 | -0.8 | -0.9 | 0 | 2.8 | -1 | 6 | -8 | -3 | -1.4
9 | CCN(CC)c1nc(SCCOC(=O)Nc2ccccc2)nc(N(CC)CC)n1 | -1.7 | 0.1 | 1.5 | -0.5 | 2 | 2.6 | -2 | -4 | -13 | 0 | 3.5
10 | COCCn1c(SCC(=O)NC(=O)NCc2ccccc2)nc2ccccc21 | -1.3 | -1.0 | -0.7 | -0.3 | -1 | 0.1 | -1 | 0 | -15 | 1 | 2.1
11 | COc1ccc([N+](=O)[O-])cc1N(CC(=O)N(C)C)S(C)(=O)=O | -0.2 | 0.1 | -0.5 | 0.3 | 2 | 1.4 | -1 | -5 | 3 | 2 | 0.4
12 | COc1cccc(-c2nn3c(-c4ccccn4)nnc3s2)c1 | -1.7 | -2.1 | -1.2 | -1.2 | 2 | -1.0 | -1 | -4 | 0 | 5 | 0.4
13 | CCN1C(=O)S/C(=C/c2c(OCc3ccc(C(=O)O)cc3)ccc3ccccc23)C1=O | -0.6 | -1.1 | -1.5 | -0.6 | -31 | 1.9 | -3 | 5 | -33 | -23 | 4.3
14 | CCSCCC(NC1=CC(=O)CC(C)(C)C1)C(=O)O (centres undefined) | -0.9 | 1.4 | 1.0 | 0.6 | 2 | 1.5 | 1 | 10 | 1 | 5 | -1.2
15 | COc1ccc(C2c3ccc4ccccc4c3Oc3ncn(CCN4CCOCC4)c(=N)c32)cc1 (centres undefined) | 0.0 | -4.0 | 0.3 | -1.2 | 2 | -1.9 | 9.2* | 18 | -28 | 8 | 4.5
16 | CCc1ccc(/C=N/NC(=O)Cc2ccc(OC)c(OC)c2)s1 | -1.0 | 0.1 | 0.1 | 0.6 | -9 | -3.0 | -5 | 3 | 7 | -1 | 0.5
17 | CCCCCCN1CCN(C2CN(CCc3ccccc3)S(=O)(=O)C2)CC1 (centres undefined) | -1.4 | 0.7 | / | -1.5 | 3 | 0.3 | 2 | -8 | -10 | 0 | /
18 | CCCOC(=O)C1[C@H]2C(=O)N(C(C)c3ccc(OC)cc3)C[C@]23C=C[C@H]1O3 (some centres undefined) | -1.6 | -2.5 | -0.1 | -0.6 | 5 | -0.6 | -7 | -16 | 10 | 3 | 3.7
19 | Cn1cc(/C=C(\NC(=O)c2ccccc2Cl)C(=O)NCCCn2ccnc2)c2ccccc21 | 0.0 | -1.7 | 1.2 | -0.3 | -6 | -0.9 | 0 | 0 | -2 | 0 | 2.9
20 | O=C1CC(CC(=O)N/N=C/c2ccccc2[N+](=O)[O-])=NN1 | -1.4 | -3.2 | -0.7 | 0.3 | -1 | -0.4 | 0 | 0 | -4 | 13* | 1.5
21 | C[C@@H]1CCN(C2CC2)S(=O)(=O)c2ccc(N3CCC[C@@H]3CO)cc2O1 | 0.5 | -0.3 | / | -0.3 | 0 | -1.3 | -4 | -3 | 0 | -3 | /
22 | COc1ccc(C(C)=O)cc1CSc1nc2ccccc2c(=O)n1-c1ccccc1 | -0.9 | -0.5 | -0.5 | -0.2 | -2 | -1.5 | -3 | -4 | 4 | 0 | 0.7
23 | COc1ccc(CNC(=O)COC(=O)CCn2c(C)csc2=O)cc1OC | -1.1 | 4.3 | -0.6 | -1.8 | 0 | 0.8 | 0 | 2 | -5 | -3 | 2.0
24 | C/C(CC(=O)Nc1ccccc1C(F)(F)F)=N\NC(=O)c1cnccn1 | 0.3 | 4.5 | 2.9 | 0.6 | 1 | 1.1 | -1 | 10 | -10 | 6 | 1.5
25 | NS(=O)(=O)c1ccc(Nc2nc(-c3ccc(F)cc3)cs2)cc1 | -2.0 | 1.4 | / | -1.1 | -8 | -1.8 | 7 | 15 | -37 | -6 | -0.7
26 | O=S1(=O)N[C@H](Cc2ccccc2)COc2cccc(N3CCC[C@H]3CO)c21 | -0.7 | 0.4 | / | -0.3 | -3 | 0.2 | 0 | -12 | -3 | -5 | /
27 | COCCN(C(=S)Nc1ccc(Cl)cc1OC)C1CCN(C(C)=O)CC1 | -1.2 | 3.3 | -0.5 | 0.7 | -6 | -2.2 | 1 | 3 | 3 | 0 | 0.0
28 | C=CCN1C(=O)c2ccc(C(=O)OCC(=O)N(C)C3CCCCC3)cc2C1=O | -1.1 | -1.2 | 0.2 | -0.9 | -4 | 0.0 | -7 | -5 | 6 | 4 | 1.2
29 | O=C(CN1CCCC1=O)NC1C2CC3CC(C2)CC1C3 (centres undefined) | -1.8 | -0.1 | 0.6 | -0.1 | 0 | -1.4 | -6 | -7 | 4 | 1 | 1.2
30 | O=C(COC(=O)c1cnc(Cl)c(Cl)c1)NCCC1=CCCCC1 | -1.7 | 2.6 | -0.5 | 0.2 | -6 | 0.6 | 2 | 7 | 1 | -2 | -0.6
31 | COc1ccc(NC(=O)Cn2cccc2)c(OC)c1 | -1.6 | 0.9 | 0.3 | -0.1 | 1 | -1.6 | -5 | 3 | -3 | 2 | 0.6
32 | Cc1cc2nc(SCC(=O)O)nc(C)c2cc1C | -0.5 | 6.1 | -0.6 | -0.3 | -1 | 0.4 | -7 | -30 | -1 | -3 | 0.3
33 | NC(=O)CC(NC(=O)Cc1ccc(Br)cc1)c1ccc(N2CCc3ccccc3C2)c([N+](=O)[O-])c1 (centres undefined) | -1.1 | 0.9 | 0.3 | 0.1 | i | -2.5 | -49 | -156 | -19 | -423 | -0.4
34 | C=C1CCC2C(C)(C)[C@@H](O)CC[C@@]2(C)[C@@H]1COc1ccc2ccc(=O)oc2c1 (some centres undefined) | -1.1 | 0.2 | 0.3 | 0.4 | -14 | -0.7 | -23 | -47 | 18 | 7 | 1.0
35 | COC(C[C@H]1O[C@H]1[C@@H](O)COCc1ccccc1)OC | -1.0 | -0.1 | 1.5 | 0.6 | 2 | -0.1 | -5 | -2 | 8 | 0 | 0.2
36 | Cc1cc(Cl)ccc1OCC(=O)NNC(=O)c1cnccn1 | -0.9 | -0.1 | 1.7 | -0.8 | 1 | -0.8 | 1 | 8 | 0 | -3 | -0.4
37 | Cc1ccccc1C(N)=O | -1.2 | -1.8 | 1.8 | 0.5 | 2 | 0.7 | -1 | -10 | 0 | -2 | 1.3
38 | Cc1ccc(CN2CCNC(=O)C2CC(=O)NCc2csc(C(C)C)n2)cc1 (centres undefined) | -0.8 | 0.1 | 0.6 | -1.3 | -17 | 0.5 | -2 | -11 | -10 | -6 | 1.7
39 | CS(=O)(=O)N(Cc1ccccc1)c1ccc(C(=O)Nc2cccnc2)cc1 | -1.3 | 1.0 | -0.5 | 0.1 | 4 | -2.4 | -1 | 3 | -12 | 0 | -0.7
40 | Oc1c(N=NC(=S)Nc2ccccc2F)c2ccccc2n1Cc1ccc(Cl)cc1 | -0.7 | -1.5 | 1.2 | 0.2 | -4 | -1.1 | -3 | -9 | 4 | 0 | 2.7
41 | CC(=O)Nc1cccc(NC(=O)c2ccc(Br)cc2)c1 | -0.5 | 3.0 | -0.7 | 0.7 | -7 | 1.8 | -5 | -8 | 8 | -3 | 1.9
42 | C[n+]1ccccc1C1CCCC/C1=N\NC(N)=S (centres undefined) | -0.9 | 0.3 | 0.0 | -0.1 | 1 | 0.6 | 1 | 0 | 1 | 1 | -0.3
43 | CCOC(=O)Cn1nnc(-c2ccc(SC)cc2)n1 | 0.1 | 0.3 | 2.2 | -0.8 | -5 | 1.5 | -2 | 1 | -7 | 2 | 0.8
44 | c1cnc2nc3c4ccccc4c4ccccc4c3nc2c1 | 0.4 | -1.7 | 0.2 | -1.5 | -70 | 3.7 | -5 | -10 | -13 | -54 | 4.2
45 | O=S(=O)(Nc1ccccc1F)c1cccc(NC(=S)NCCN2CCOCC2)c1 | -1.0 | -0.2 | -0.3 | 0.5 | -2 | -1.4 | 2 | -3 | -1 | 1 | 1.1
46 | COc1ccc(Cl)c2sc(NC(=O)C3=COCCO3)nc12 | -1.0 | 2.0 | -1.2 | -1.6 | -26 | -0.5 | -1 | 3 | -13 | -16 | -0.4
47 | CCCCNC(=S)N(Cc1ccco1)Cc1cc2cc3c(cc2[nH]c1=O)OCCO3 | -1.3 | 3.6 | 0.8 | -0.4 | 0 | 2.2 | -5 | -32 | 6 | 0 | 1.9
48 | Cc1nn(C)cc1[C@@H]1C[C@H]2CN(Cc3cccc(Cl)c3)C(=O)[C@]23CCCN13 | -0.7 | -1.4 | -0.9 | -0.4 | -2 | -0.3 | -2 | -3 | 9 | 1 | 0.9
49 | CC(=O)c1cc2cccc(OC3(C)CCN(Cc4ccc5ccccc5c4)C3)c2o1 (centres undefined) | -0.7 | 4.1 | / | -1.2 | -5 | -1.3 | 0 | -8 | -9 | -5 | 2.3
50 | Cc1cccc(Cn2c(NCCO)nc3c2c(=O)n(C)c(=O)n3C)c1 | -2.3 | -6.8 | -3.7 | -2.6 | 1 | -5.4 | 0 | -9 | 15 | 1 | -1.7
51 | Cn1c(=O)[nH]c(=O)c2c1nc(CN1CCN(Cc3ccccc3)CC1)n2CC(N)=O | -1.6 | -0.2 | 0.9 | 0.7 | 0 | -0.4 | -3 | -12 | 2 | -1 | 0.3
52 | O=C(NCCNc1ccc([N+](=O)[O-])cc1C(F)(F)F)c1ccccc1 | -0.9 | -6.7 | -1.3 | -0.7 | 2 | -1.3 | 3 | 2 | 12 | 2 | -0.5

The order is random. About 6.9% of those tested had a hit in this group.
